HttQ103 aggreg = qHTS Multiplex Assay to Identify Dual Action Probes in a Cell Model of Huntington: Aggregate Formation (GFP); PC12 HttQ103-GFP aggregates, Acumen cytometry, 40 h; Potency, µM (titrated, usually from 46.1 µM), without a hit: at the highest dose activity change, negative = inhibition, usual class: inhibitors; 1.1% of 220,000 active; note: potency is the fitted concentration of half-maximal effect; % is set by controls: 0 for no effect and ±100 for the full control effect; nearly all actives have a fitted effect of over 60% in size
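PC12/HTTQ103-GFP, ecdysone-inducible; teb 100 nM; cpd qHTS titration; GFP aggregates read on laser cytometer, Ex 488/Em 500-530 nm.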
KinaseGlo FLuc = Counterscreen for Luciferase (Kinase-Glo TM) Inhibition. Luciferin 4-monooxygenase (Photuris pensylvanica), Q27757. Kinase-Glo luciferase, ATP luminescence, 8 min. Potency, µM (titrated, usually from 38.3 µM), inactives show at the highest dose activity change, negative = inhibition, usual class: inhibitors. 0.28% of 200,000 active; note: potency is the fitted concentration of half-maximal effect; % is set by controls: 0 for no effect and ±100 for the full control effect; nearly all actives have a fitted effect of over 60% in size
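Recombinant Kinase-Glo luciferase, 10 uM ATP (linear range), luciferin; imidazole pH 7.2 / KCl / MgCl2 / Tween / BSA buffer; 8 min RT; luminescence.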
Epigenetic derep = Quantitative High-Throughput Screen for Regulators of Epigenetic Control; murine LDR cells, GFP reporter derepression, 30 h; Potency, µM (series often up to 53.9 µM), for inactives: at the top dose GFP activation, usual class: activators; 0.2% of 280,000 active; note: potency is the fitted concentration of half-maximal effect; % of control where 0% means no effect; nearly all actives have a fitted effect of over 60% in size
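Murine LDR cells bearing a silenced CMV-driven GFP reporter were exposed to compound for 30 h at 37 C. After PBS washes, GFP-positive cells (20-120 um objects) counted by laser-scanning microplate cytometry.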
CBFb RUNX1 block = qHTS Assay for Compounds Blocking the Interaction Between CBF-beta and RUNX1 for the Treatment of Acute Myeloid Leukemia. Runt-related transcription factor 1 (Homo sapiens) + Core-binding factor subunit beta …. AlphaScreen CBFb-His/RUNX1-biotin binding, biochemical. Potency, µM (series often up to 59.8 µM), for inactives: top-dose activity, negative = inhibition, actives largely listed as inhibitors. 230,000 tested, under 10 active. AID 1477, 2009; note: % of control where 0% means no effect
Target sequence (Q01196 whole entry, looked up): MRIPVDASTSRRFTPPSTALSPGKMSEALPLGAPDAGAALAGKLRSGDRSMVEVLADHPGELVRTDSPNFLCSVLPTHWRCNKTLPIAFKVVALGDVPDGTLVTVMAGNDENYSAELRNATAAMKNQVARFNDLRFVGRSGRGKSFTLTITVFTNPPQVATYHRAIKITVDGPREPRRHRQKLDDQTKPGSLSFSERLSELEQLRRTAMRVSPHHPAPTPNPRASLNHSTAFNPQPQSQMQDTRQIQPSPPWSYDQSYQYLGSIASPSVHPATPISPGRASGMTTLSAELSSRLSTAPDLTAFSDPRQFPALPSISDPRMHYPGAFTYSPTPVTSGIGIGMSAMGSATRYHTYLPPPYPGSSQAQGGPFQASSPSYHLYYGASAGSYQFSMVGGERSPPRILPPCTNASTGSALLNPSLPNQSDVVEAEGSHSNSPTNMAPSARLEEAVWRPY
Target sequence (Q13951 whole entry, looked up): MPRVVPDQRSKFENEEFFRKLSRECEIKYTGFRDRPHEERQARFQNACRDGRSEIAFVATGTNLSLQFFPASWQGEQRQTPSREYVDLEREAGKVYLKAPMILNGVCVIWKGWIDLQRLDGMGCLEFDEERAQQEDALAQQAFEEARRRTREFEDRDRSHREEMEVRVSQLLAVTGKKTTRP
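AlphaScreen binding: CBFb-His and RUNX1-biotin (30 nM each) preincubated 20 min, compound added for 15 min, then nickel and streptavidin beads for 90 min, all at room temperature. Disruption of the interaction by any mechanism counts as activity.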
NPSR antagonist = qHTS Assay for Antagonists of the Neuropeptide S Receptor: cAMP Signal Transduction. Q6W5P4. CHO-NPSR cells, cAMP TR-FRET, antagonist mode. Potency, µM (top dose mostly 38.3 µM), inactives show at the top dose activity change, negative = inhibition, hits mostly inhibitors. 1% of 220,000 active. AID 1461, 2008; note: potency is the fitted concentration of half-maximal effect; % is set by controls: 0 for no effect and ±100 for the full control effect; nearly all actives have a fitted effect of over 50% in size; many of its hits are not listed in these tables
Target sequence (Q6W5P4 whole entry, looked up): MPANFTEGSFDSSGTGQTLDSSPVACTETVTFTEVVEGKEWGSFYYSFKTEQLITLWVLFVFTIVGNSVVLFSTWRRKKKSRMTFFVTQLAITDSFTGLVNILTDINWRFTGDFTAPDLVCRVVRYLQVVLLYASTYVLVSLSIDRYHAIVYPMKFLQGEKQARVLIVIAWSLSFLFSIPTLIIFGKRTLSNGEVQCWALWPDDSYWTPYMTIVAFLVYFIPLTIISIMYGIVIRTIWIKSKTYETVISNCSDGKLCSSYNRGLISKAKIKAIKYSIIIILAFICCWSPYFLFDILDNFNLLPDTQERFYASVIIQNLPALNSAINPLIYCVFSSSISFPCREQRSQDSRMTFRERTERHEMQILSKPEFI
IMPase Li inh = qHTS Assay for Identifying the Cell-Membrane Permeable IMPase Inhibitors: Potentiation with Lithium; CHO-M1 cells, IP1 TR-FRET (IP-One), carbachol + lithium; Potency, µM (series often up to 59.4 µM), for inactives: at the top dose activity, negative = IMPase inhibition, most hits filed as inhibitors; 0.35% of 210,000 active; AID 1457, 2008;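 note: IP1 builds up when IMPase is blocked and the TR-FRET signal falls; potency is the fitted concentration of half-maximal effect; plate controls were basal vehicle for no effect and high inhibitor control for full effect; nearly all actives have a fitted effect of over 50% in size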
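CHO cells stably expressing M1 receptor (2000/well) were cultured 16–30 h, then exposed to compounds with a small lithium addition for 30 min at 37C. IP1 was measured by TR-FRET competition; AC50 from Hill fits.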
L3MBTL1 block = qHTS Assay for the Inhibitors of L3MBTL1 | Lethal(3)malignant brain tumor-like protein 1 (Homo sapiens), Q9Y468 | AlphaScreen L3MBTL1–H3K9me1 peptide binding | Potency, µM (top dose mostly 57.1 µM), inactives show at the highest dose activity, negative = inhibition, most hits filed as inhibitors | 0.66% of 230,000 active | AID 485360, 2010; note: potency is the fitted concentration of half-maximal effect; % is set by controls: 0 for no effect and ±100 for the full control effect; nearly all actives have a fitted effect of over 60% in size
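Displacement of a biotinylated histone H3(1-15) peptide monomethylated at Lys9 (75 nM) from L3MBTL1 (50 nM) was measured by AlphaScreen after a 30 min room-temperature compound incubation; cefsulodin titration served as intraplate control.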
An asterisk follows results filed as active; u = inconclusive; x = not tested or not shown; [ ] = dose if it differs, or a comment. Calls come from the whole dose curve; as a rule, active = well fitted curve in the direction sought with a large enough effect; inconclusive = small, poorly fitted or top-dose-only effect, or another doubt; inactive = no such curve, though single readings can be large; an effect the other way counts as inactive or inconclusive. A portion of the library. The share of hits here may be higher or lower than overall.

SMILES | HttQ103 aggreg | KinaseGlo FLuc | Epigenetic derep | CBFb RUNX1 block | NPSR antagonist | IMPase Li inh | L3MBTL1 block
CC(C)OC(=O)CSc1nnc(-c2ccccn2)n1-c1ccccc1 | 9.4% | 0.1% | -1.1% | -2.7% | -11.9%[46.1 µM] | 14.9%[38.3 µM] | x
CC1(C)N=C(SCC(=O)Nc2ccc(Cl)cc2)C(c2ccc(Cl)cc2)=N1 | u | -1.4% | -2.3% | 6.9% | -21.0%[46.1 µM] | 40.1%[activator][38.3 µM] | x
CC(C)(C)CC(=O)NCCCCCCNC(=O)CC(C)(C)C | -4.5% | -4.5% | -1.1% | 3.6% | 3.9% | 1.5% | 1.3%
Cc1ccc(O)c(NC(=O)C2CCCCC2)c1 | 23.0%[9.22 µM] | x | -1.7% | -1.4% | 2.1% | x | 11.0%
c1nc(N2CCNCC2)c2sc3nc(N4CCOCC4)c4c(c3c2n1)CCC4 | 5.7% | -1.5% | -6.3% | 7.9% | u | -1.3%[38.3 µM] | 3.7%
COC(=O)c1ccc(CO/N=C(\NC(C)=O)c2nonc2NC(C)=O)cc1 | -5.4% | 0.8% | 0.0% | 1.3% | 3.0% | 10.1% | 9.2%
CC(C)(C)OC(=O)NCCCC[C@@H](C(=O)N1CCN(C(=O)OC(C)(C)C)CC1)n1cc(CCC(=O)O)nn1 | -14.2%[9.22 µM] | x | 0.4% | 9.0% | -7.1% | -3.6% | 12.6%
COc1cccc(/C=N/NC(=O)CNC(=O)c2ccc(S(=O)(=O)N3CCCC3)cc2)c1OC | 15.4% | 6.7% | -4.3% | -4.1% | -0.8% | -0.1% | -8.5%
O=C(CN1CCCC1)Nc1ccc([N+](=O)[O-])cc1Cl | -8.2% | -0.8% | 0.5% | 2.0% | 12.4% | -3.0% | x
O=C(CCN1CCOCC1)N/N=C/c1cc([N+](=O)[O-])ccc1OC(F)F | -9.3% | -0.1% | 1.1% | -2.6% | -13.2% | -9.1% | x
CC(C)=NNC1=NC(C)(C)Cc2ccccc21 | -3.5%[9.22 µM] | x | 1.1% | -2.7% | 8.1% | x | -7.9%
NC(=O)Cn1nc2sc3ccccc3n2c(=O)c1=O | -3.5%[9.22 µM] | x | -1.0% | 5.2% | 12.9% | x | x
O=c1[nH]c(SCc2ccccc2)nc2c1cnn2-c1ccc(F)cc1 | -4.1%[9.22 µM] | x | -1.1% | 7.6% | 27.6% | -2.0% | 12.2%
CCCc1nc(SC2CCCC2)c2c(=O)n(C)c(=O)n(C)c2n1 | -29.4% | -1.7% | -0.8% | -1.9% | u | 43.1%[activator][38.3 µM] | u
Cc1ccc(OCCCC(=O)NC(C)c2ccccc2)c(C)c1 (configuration not stated) | -4.7% | 1.5% | -1.2% | -2.4% | -27.2% | 7.1% | 34.5%[activator][11.4 µM]
CCOC(=O)C(C)c1n[nH]c(=O)c2ccccc12 (configuration not stated) | -15.7% | -2.7% | -1.1% | 8.6% | -6.0%[46.1 µM] | 17.3%[38.3 µM] | 0.4%
COCCCNC(=O)CN1C(=O)CSc2ncccc21 | -6.2% | -0.6% | -0.8% | 7.0% | -5.4%[46.1 µM] | 8.7%[38.3 µM] | 4.6%
CSc1nc(NC(C)=O)nc(C)c1Br | -3.8% | 6.5% | -1.0% | 3.3% | 4.4% | 4.8% | -2.6%
CCOc1c(Br)cc(CNc2ccc(N3CCOCC3)cc2)cc1OC | 4.9%[9.22 µM] | x | -2.3% | u | -19.6% | x | x
CC(C)=C1C2CC2C2C(C(=O)O)C12 (configuration not stated) | u | -6.0% | -2.1% | 1.7% | 3.4%[46.1 µM] | -0.3%[38.3 µM] | -0.9%
COC(=O)c1cccc(C(=O)N2CCC(CO)(Cc3ccccc3Cl)CC2)c1 | -12.9%[9.22 µM] | -1.6% | 1.6% | -0.6% | 32.9% | 2.4% | 1.0%
C=CCn1c(SCCOc2ccc(OC)cc2)nnc1C(C)NC(=O)Cc1ccc(OC)cc1 (configuration not stated) | -14.4%[9.22 µM] | 3.2% | 0.0% | 5.0% | -20.7%[46.1 µM] | 23.1%[38.3 µM] | x
Cc1onc(-c2c(Cl)cccc2Cl)c1C(=O)NC(=S)N1CCOCC1 | -2.7%[9.22 µM] | x | u | 7.5% | u | x | -4.8%
CCOC(=O)c1c(N)sc2c(O)c(Br)ccc12 | -12.5% | 2.3% | -8.8% | 4.6% | -16.0%[46.1 µM] | -8.2%[38.3 µM] | -15.8%
CC(=O)Nc1ccccc1C(=O)C(=O)Nc1cccc(C(=O)NC2CC2)c1 | 6.1% | 5.2% | 0.9% | -5.7% | 17.5% | 6.1% | 8.4%

Compounds shown so far containing bromine (three):
SMILES | HttQ103 aggreg | KinaseGlo FLuc | Epigenetic derep | CBFb RUNX1 block | NPSR antagonist | IMPase Li inh | L3MBTL1 block
CSc1nc(NC(C)=O)nc(C)c1Br | -3.8% | 6.5% | -1.0% | 3.3% | 4.4% | 4.8% | -2.6%
CCOc1c(Br)cc(CNc2ccc(N3CCOCC3)cc2)cc1OC | 4.9%[9.22 µM] | x | -2.3% | u | -19.6% | x | x
CCOC(=O)c1c(N)sc2c(O)c(Br)ccc12 | -12.5% | 2.3% | -8.8% | 4.6% | -16.0%[46.1 µM] | -8.2%[38.3 µM] | -15.8%

(next part)
SMILES | HttQ103 aggreg | KinaseGlo FLuc | Epigenetic derep | CBFb RUNX1 block | NPSR antagonist | IMPase Li inh | L3MBTL1 block
O=C(Oc1cccc2cccnc12)c1ccco1 | -1.8% | 0.5% | u | u | -5.5%[46.1 µM] | -0.3% | -9.4%
Cc1ccc(CNc2ncnc3c2cnn3-c2ccccc2)cc1 | -11.0% | 2.1% | 1.5% | -6.3% | 2.8%[46.1 µM] | -27.6%[38.3 µM] | 37.8%[activator]
COc1ccc(/C=c2\s/c(=C/C(=O)c3ccc(C)cc3)[nH]c2=O)c(OC)c1 | -30.0% | 2.1% | 7.3% | 3.0% | -19.7% | 10.4% | -10.9%
CC(C)OC(=O)CC1C(=O)NCCN1C(=S)NC(=O)CCc1ccccc1 (configuration not stated) | 3.6%[9.22 µM] | -1.2% | 1.5% | 5.3% | -3.6% | 2.0% | 4.5%
CC(=O)N(c1ccccc1)C1CCCC1 | 5.7% | -2.5% | -1.8% | 6.2% | 17.2% | 4.9% | -3.8%
Cn1c(=O)n(Cc2ccccc2)c(=O)c2c1nc1n2CCS1 | -2.7% | -3.9% | 0.0% | -2.2% | 1.7%[46.1 µM] | -1.8%[38.3 µM] | -5.0%
Brc1ccc(-c2nnc3c4ccccc4nc(N4CCOCC4)n23)cc1 | 16.7% | -0.2% | 1.8% | -0.6% | 5.5%[46.1 µM] | -2.3%[38.3 µM] | 2.9%
COc1ccc(NC(=O)CSc2cccc3cccnc23)c(OC)c1 | -16.7% | 2.4% | -1.1% | -5.5% | 18.4% | 5.1% | 0.4%
COc1ccc(C(=O)O/N=C(\C)c2nccs2)cc1 | 1.1% | 12.6µM* | -0.6% | 4.7% | -8.7% | 9.2% | 49.6%[activator]
Cc1oc(-c2ccccc2F)nc1CS(=O)(=O)CC(=O)N1CCOCC1 | 2.9% | 6.7% | -0.8% | -3.6% | -12.3%[46.1 µM] | 4.2%[38.3 µM] | 4.6%
Nc1nc(Nc2ccccc2)nc(NCc2ccccc2)c1[N+](=O)[O-] | 29.0%[9.22 µM] | x | 1.1% | -25.2% | -38.8% | x | -19.0%
CCC(=O)N(CCC1(C(C)C)CCOC(C)(C)C1)C(C)c1cccs1 (configuration not stated) | 22.6%[9.22 µM] | x | -0.9% | -8.4% | u | x | 8.4%
CCOC(=O)N1CCC(Nc2ncnc3c2cnn3-c2ccc(C)cc2C)CC1 | 12.6µM* | 5.3% | -0.8% | 9.2% | -19.5%[46.1 µM] | 27.8%[38.3 µM] | 4.6%
Cc1cc2c(c(=O)n1CCc1ccccc1)C(C(C)C)C(C#N)=C(N)O2 (configuration not stated) | -1.1% | 0.4% | 12.7% | 4.7% | -5.4%[46.1 µM] | 37.4%[38.3 µM] | -15.4%
COc1ccc(CCN=C(N)NS(=O)(=O)c2cccs2)cc1 | 15.5% | 3.9% | 3.2% | -2.0% | -0.7% | 1.9% | -7.6%
COc1ccc(C(=O)N2CCN=C2SCc2cccnc2)c(OC)c1 | 14.4% | -2.0% | -4.6% | 1.6% | 4.2%[46.1 µM] | 6.9%[38.3 µM] | x
O=C(O)C1=C[C@H](c2cccs2)C[C@H](OCc2ccc(CO)cc2)O1 | 1.2%[9.22 µM] | x | 4.5% | 11.8% | 28.4% | x | x
COc1cccc(NC(=O)CN(C)CC(=O)Nc2ccc(C)cc2Cl)c1 | 13.9% | 4.3% | -5.5% | 8.0% | 0.7% | 23.4% | -18.6%
CC(C)CNC(=S)NNC(=O)c1ccc2c(c1)OCO2 | -4.7% | -2.2% | 0.1% | 1.2% | 0.9%[46.1 µM] | 23.6%[38.3 µM] | x
N#Cc1cccc(NC(=O)c2nc(-c3ccccc3)n(-c3ccccc3)n2)c1 | -0.3% | -4.8% | -2.4% | 1.0% | u | 4.6%[38.3 µM] | 1.2%
CCOC(=O)C1=C(C)N(C)C(=S)NC1c1ccccc1Cl (configuration not stated) | 12.5% | -7.5% | -0.6% | -5.1% | -7.5%[46.1 µM] | 3.8%[38.3 µM] | -1.3%
Clc1nc2ccccc2cc1-c1nnn(-c2ccccc2)n1 | 8.3%[9.22 µM] | x | -0.7% | 13.3% | 15.2% | 10.7% | 12.1%
Cc1ccc(-c2cc3nc(-c4ccccc4)cc(N)n3n2)cc1 | -2.5% | -4.4% | -7.0% | 5.8% | -16.1%[46.1 µM] | -27.6% | 3.1%
COc1ccc(-c2c(C)[nH]n3c(=O)c(Cc4ccccc4)c(C)nc23)cc1 | u | 1.1% | 0.0% | -3.7% | -20.1% | 1.0% | 5.9%
O=C(c1cc(S(=O)(=O)N2CCOCC2)c(Cl)cc1Cl)N1CCCCC1CO (configuration not stated) | -8.4%[9.22 µM] | x | 3.0% | 4.3% | 11.7% | x | 12.5%

Only NPSR antagonist and IMPase Li inh, for some of the entries so far:
Molecule | NPSR antagonist | IMPase Li inh
CC(C)(C)CC(=O)NCCCCCCNC(=O)CC(C)(C)C | 3.9% | 1.5%
Cc1ccc(O)c(NC(=O)C2CCCCC2)c1 | 2.1% | x
